ERp5 inh: inhibitors of human ERp5. Q15084. ERp5 insulin aggregation, absorbance 650 nm, 90 min. inhibition, % at 9.99 µM. 0.05% of 350,000 active;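 active means mean replicate inhibition above about 25%, with every replicate also reaching it, limit read from the data, passing the limit was not always enough; inconclusive means only one of those two criteria met; inactive means neither criterion met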
Target sequence (Q15084 whole entry, looked up): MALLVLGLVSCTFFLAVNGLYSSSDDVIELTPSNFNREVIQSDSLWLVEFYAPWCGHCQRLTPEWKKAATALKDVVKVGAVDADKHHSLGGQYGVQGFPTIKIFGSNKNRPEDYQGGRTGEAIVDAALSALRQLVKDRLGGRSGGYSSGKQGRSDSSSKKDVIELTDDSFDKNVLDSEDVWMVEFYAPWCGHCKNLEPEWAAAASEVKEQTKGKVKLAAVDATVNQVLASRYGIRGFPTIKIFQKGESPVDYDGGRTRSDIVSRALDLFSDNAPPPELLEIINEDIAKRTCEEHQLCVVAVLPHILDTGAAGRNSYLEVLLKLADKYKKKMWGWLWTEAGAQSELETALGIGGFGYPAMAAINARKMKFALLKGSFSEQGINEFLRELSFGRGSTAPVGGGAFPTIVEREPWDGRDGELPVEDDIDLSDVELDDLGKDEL
Casp6 inh: inhibitors of human caspase-6; P55212; inhibition, % at 12.5 µM; AID 686996; purified caspase-6, Z-VEID-R110 cleavage fluorescence; 0.53% of 350,000 active;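 active means mean inhibition across replicates at least about 35%, with every replicate also reaching that limit, limit read from the data; inconclusive means only one of the two criteria met; inactive means neither criterion met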;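 further: 0% = median of neutral control wells and 100% = no fluorescence left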
RAD52 inh: RAD52 (human) annealing inhibition; recombinant RAD52 DNA annealing, FRET fluorescence; inhibition, % at 18.7 µM; 0.46% of 360,000 active; AID 651710;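 active means every replicate showing at least 50% inhibition; inconclusive means mean inhibition at least 50% but not in every replicate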
Target sequence (P43351 whole entry, looked up): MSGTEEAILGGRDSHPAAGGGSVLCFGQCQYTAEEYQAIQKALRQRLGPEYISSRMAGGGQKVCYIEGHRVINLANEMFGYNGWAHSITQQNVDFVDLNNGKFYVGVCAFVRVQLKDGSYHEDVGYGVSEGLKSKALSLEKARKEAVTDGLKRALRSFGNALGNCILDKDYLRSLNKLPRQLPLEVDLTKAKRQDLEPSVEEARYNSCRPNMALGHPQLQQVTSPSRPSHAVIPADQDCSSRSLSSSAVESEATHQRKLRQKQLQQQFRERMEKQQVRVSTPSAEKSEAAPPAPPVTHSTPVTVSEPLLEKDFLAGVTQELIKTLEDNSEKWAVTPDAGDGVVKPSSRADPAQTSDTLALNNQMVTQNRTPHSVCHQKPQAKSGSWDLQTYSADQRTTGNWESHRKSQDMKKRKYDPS
E-selectin induc: induces E-selectin expression in human endothelial cells | P16581 | HUVEC E-selectin immunofluorescence imaging; normalized: neutral wells 0, TNF-alpha wells 100 | activation, % at 7.58 µM | 0.37% of 260,000 active | AID 686992;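 active means mean E-selectin-positive cell signal at least 10% of the positive control, reached in at least 60% of replicates, without over 20% cell loss; inconclusive means no rule given, readout overlaps actives, possibly toxicity-flagged; inactive means the rest, including those meeting only one limit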;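 further: in these data hits start at about 27%; measured in HUVEC primary endothelial cells; signal is the percent of cells scored E-selectin positive by PE staining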
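Material: HUVEC primary endothelial cells; Amount: 3,000 cells per well; Dosing: single concentration; Medium: EGM-2 growth medium on 0.1% gelatin-coated wells; Read-out basis: percent E-selectin-positive cells; Signal: immunofluorescence imaging; Control set: TNF-alpha, DMSO.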
RAD54 branch: RAD54 (human) branch migration inhibition. Q92698. RAD54 Holliday junction branch migration, FAM/BHQ fluorescence. inhibition, % at 10.4 µM. 0.14% of 360,000 active;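 active means mean normalized replicate activity at least 40 and at least half of replicates scoring 40 or more; inconclusive means only one of the two criteria met; inactive means mean below 40 and under half of replicates reaching 40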;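 further: 0% = median of neutral control wells and 100% = median of positive control wells; inhibitors cause a drop in the FAM fluorescence signal; in these data hits start at about 50%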
ARNT-TACC3 inh: disruptors of human ARNT/TACC3 interaction; inhibition, % at 9.99 µM; AlphaScreen His-ARNT PAS-B/GST-TACC3 binding, luminescence; TACC3 fragment carries E629A point mutation; 0.66% of 390,000 active; AID 623870;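 active means mean inhibition of replicates at least 50% and at least half of replicates each reaching 50%; inconclusive means half or more replicates reach 50% but mean below 50%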;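 further: 0% = complete ARNT plus TACC3 wells and 100% = ARNT alone without TACC3; many hits fall short of the cut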
PglD inh: blocks C. jejuni PglD acetyltransferase activity; purified PglD enzyme, DTNB colorimetric CoA detection; inhibition, % at 12.5 µM; 0.098% of 360,000 active; in the data active means inhibition above about 16%, passing the limit was not always enough; inconclusive means no clear call, values can overlap the other calls; further: strong numbers were not always called active
esBAF inh: inhibitors of esBAF chromatin remodeling in mouse ES cells; Bmi1-luciferase knock-in reporter, 24 h; 100% = twice the neutral-well signal; reporter increase, % at 12.5 µM; 2% of 350,000 active; AID 602393; in the data active means activation above about 40%; inconclusive means no clear call, values can overlap the other calls;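 further: 0% = median of the plate's neutral control wells and 100% = double that signal; a rise in the Bmi1 reporter signal indicates esBAF inhibition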
The depositor's hits bear a star; ? = inconclusive; · = not tested or not shown.

#1 C[C@@H]1CN([C@H](C)CO)C(=O)c2cc(NC(=O)CCN3CCOCC3)ccc2O[C@H]1CN(C)S(C)(=O)=O
#2 CS(=O)(=O)c1ccc(Cl)c(NC(=O)COC(=O)c2cccc(C#N)c2)c1
#3 COC(=O)c1c(NC(=O)Cc2cccs2)sc(C)c1C
#4 CC1=C(C(=O)OC2CCCCC2)C(c2cccc([N+](=O)[O-])c2)NC(=O)N1 (stereo not given)
#5 COC(C[C@H]1O[C@H]1[C@@H](O)[C@@H](C)OCc1ccccc1)OC
#6 CN1C[C@@H]2[C@H](c3ccccc31)[C@H](CO)N2C(=O)C1CC1
#7 C/C(=N\NC(=O)c1nn(C)c(C)c1Br)c1ccc(NC(=O)c2ccc(C)s2)cc1
#8 CCCNC(=O)N1[C@@H]2c3cccc(=O)n3C[C@H]1[C@H](CO)[C@H]2C(=O)N1CCC(Cc2ccccc2)CC1
#9 COc1ccc(-n2nnnc2SCC(=O)NCCc2ccccc2)cc1OC
#10 CCCCCOC(=O)c1ccc(OC(=O)c2cncc(Br)c2)cc1
Assay by compound	1	2	3	4	5	6	7	8	9	10
esBAF inh	-4	0	-7	1	-3	4	·	-3	·	105*
RAD54 branch	-1	-8	7	5	13	-11	·	-3	·	4
Casp6 inh	0	0	0	4	-3	-2	-1	-3	-4	·
E-selectin induc	17	0.8	·	·	-0.1	·	·	0.0	·	·
ERp5 inh	-1	7	-7	4	0	-2	4	-6	5	·
PglD inh	1	2	-5	-8	2	0	·	0	·	-5
ARNT-TACC3 inh	-1	-9	1	2	2	5	0	-1	-2	-1
RAD52 inh	3	-8	-6	-2	-7	-9	-11	-13	-8	·

#11 Cc1ccsc1C(=O)OCC(=O)c1cc(C)n(C)c1C
#12 O=C(O)CCC(=O)NN1C(=O)c2ccccc2NC1c1ccco1 (stereo not given)
#13 Cc1nc(N2CCN(c3ccccc3)CC2)nc2c1C(=O)CC(C)C2 (stereo not given)
#14 O=C(CSc1ccc2nnc(-c3ccccn3)n2n1)Nc1ccccc1C(F)(F)F
#15 CCN(C(=O)CSc1nc2ccc(C)cc2[nH]1)C1CCS(=O)(=O)C1 (stereo not given)
#16 CC1=C(C(=O)OCC2CCCO2)C(c2ccc(O)cc2)NC(=O)N1 (stereo not given)
#17 N#CC1=C(N)C(C#N)(C#N)[C@H](c2c(F)cccc2F)[C@H]2CC3(CC=C12)OCCO3
#18 CC1=C(C(=O)Nc2cccnc2)C(c2ccc(C(C)C)cc2)n2ncnc2N1 (stereo not given)
#19 N#C[C@@H]1[C@@H](c2ccc(-c3cccc(F)c3)cc2)[C@H](CO)N1C(=O)CN1CCOCC1
#20 N#CCC(=O)Nc1ccc(C(=O)OCC(=O)NCCCc2ccccc2)cc1
Assay by compound	11	12	13	14	15	16	17	18	19	20
esBAF inh	-71	·	-7	·	-1	1	·	-11	0	0
RAD54 branch	4	·	-9	-5	3	3	-53	-6	-14	-4
Casp6 inh	0	0	0	1	-2	·	5	1	1	-1
E-selectin induc	-0.5	6.4	·	-3.4	·	·	·	-1.4	-0.2	·
ERp5 inh	?	1	2	9	1	·	5	-4	8	2
PglD inh	3	·	-2	-1	-2	-4	-8	-2	-2	0
ARNT-TACC3 inh	·	-4	-1	52*	-4	1	-14	-3	-31	-5
RAD52 inh	-13	4	-31	-3	-6	·	-387	-2	-36	-42

As a working copy, 14 of the compounds above:
#7 C/C(=N\NC(=O)c1nn(C)c(C)c1Br)c1ccc(NC(=O)c2ccc(C)s2)cc1
#8 CCCNC(=O)N1[C@@H]2c3cccc(=O)n3C[C@H]1[C@H](CO)[C@H]2C(=O)N1CCC(Cc2ccccc2)CC1
#9 COc1ccc(-n2nnnc2SCC(=O)NCCc2ccccc2)cc1OC
#10 CCCCCOC(=O)c1ccc(OC(=O)c2cncc(Br)c2)cc1
#11 Cc1ccsc1C(=O)OCC(=O)c1cc(C)n(C)c1C
#12 O=C(O)CCC(=O)NN1C(=O)c2ccccc2NC1c1ccco1 (stereo not given)
#13 Cc1nc(N2CCN(c3ccccc3)CC2)nc2c1C(=O)CC(C)C2 (stereo not given)
#14 O=C(CSc1ccc2nnc(-c3ccccn3)n2n1)Nc1ccccc1C(F)(F)F
#15 CCN(C(=O)CSc1nc2ccc(C)cc2[nH]1)C1CCS(=O)(=O)C1 (stereo not given)
#16 CC1=C(C(=O)OCC2CCCO2)C(c2ccc(O)cc2)NC(=O)N1 (stereo not given)
#17 N#CC1=C(N)C(C#N)(C#N)[C@H](c2c(F)cccc2F)[C@H]2CC3(CC=C12)OCCO3
#18 CC1=C(C(=O)Nc2cccnc2)C(c2ccc(C(C)C)cc2)n2ncnc2N1 (stereo not given)
Assay by compound	7	8	9	10	11	12	13	14	15	16	17	18
esBAF inh	·	-3	·	105*	-71	·	-7	·	-1	1	·	-11
RAD54 branch	·	-3	·	4	4	·	-9	-5	3	3	-53	-6
Casp6 inh	-1	-3	-4	·	0	0	0	1	-2	·	5	1
E-selectin induc	·	0.0	·	·	-0.5	6.4	·	-3.4	·	·	·	-1.4
ERp5 inh	4	-6	5	·	?	1	2	9	1	·	5	-4
PglD inh	·	0	·	-5	3	·	-2	-1	-2	-4	-8	-2
ARNT-TACC3 inh	0	-1	-2	-1	·	-4	-1	52*	-4	1	-14	-3
RAD52 inh	-11	-13	-8	·	-13	4	-31	-3	-6	·	-387	-2

#19 N#C[C@@H]1[C@@H](c2ccc(-c3cccc(F)c3)cc2)[C@H](CO)N1C(=O)CN1CCOCC1
#20 N#CCC(=O)Nc1ccc(C(=O)OCC(=O)NCCCc2ccccc2)cc1
Assay by compound	19	20
esBAF inh	0	0
RAD54 branch	-14	-4
Casp6 inh	1	-1
E-selectin induc	-0.2	·
ERp5 inh	8	2
PglD inh	-2	0
ARNT-TACC3 inh	-31	-5
RAD52 inh	-36	-42

Next part:
#21 Cc1cccc(C)c1NC(=O)C(c1ccc([N+](=O)[O-])cc1)N1CCCCC1 (stereo not given)
#22 C[C@H]1CN([C@@H](C)CO)C(=O)c2cc(NC(=O)C3CCCCC3)ccc2O[C@@H]1CN(C)C
#23 C#CCn1c(C)cc(C)c(S(=O)(=O)c2ccccc2)c1=O
#24 COc1ccccc1-c1ccc([C@@H]2[C@@H](C#N)N(C(=O)C3CCCC3)[C@@H]2CO)cc1
#25 CS(=O)(=O)N1CCc2cc(C(=O)Nc3ccc(COCC(F)(F)F)cc3)ccc21
#26 O=C(C[C@H]1CC[C@@H](NC(=O)c2cccc(F)c2)[C@H](CO)O1)NCc1ccccc1
#27 CCOC(=O)N1CCN(S(=O)(=O)N2CCCC(C(=O)NCCc3ccc(Cl)cc3)C2)CC1 (stereo not given)
#28 CC(=O)Nc1ccc(NC(=O)CN(c2ccccc2Cl)S(C)(=O)=O)cc1
#29 CCCC#Cc1cnc2c(c1)C(=O)N([C@H](C)CO)C[C@@H](C)[C@@H](CN(C)C(=O)Cc1ccncc1)O2
#30 CC(C)c1ccc(NC(=O)CN(C)C2=NS(=O)(=O)c3ccccc32)cc1
Assay by compound	21	22	23	24	25	26	27	28	29	30
esBAF inh	-12	0	·	·	-4	-5	5	-2	2	2
RAD54 branch	-6	10	·	·	5	2	-5	4	0	-7
Casp6 inh	·	1	-1	1	3	1	-13	·	-3	-1
E-selectin induc	·	0.6	-2.8	0.1	0.3	-0.2	·	·	0.6	-0.8
ERp5 inh	·	2	7	2	2	-2	-1	·	-3	0
PglD inh	-2	1	·	·	-4	-1	-2	-4	-3	-1
ARNT-TACC3 inh	-1	0	-6	·	0	9	-2	3	-9	·
RAD52 inh	·	-8	-5	-16	-1	3	-11	·	-5	-35

Another view of some results above.
Below each compound: esBAF inh | RAD54 branch | Casp6 inh | E-selectin induc | ERp5 inh | PglD inh | ARNT-TACC3 inh | RAD52 inh
#23 C#CCn1c(C)cc(C)c(S(=O)(=O)c2ccccc2)c1=O
→ · | · | -1 | -2.8 | 7 | · | -6 | -5
#24 COc1ccccc1-c1ccc([C@@H]2[C@@H](C#N)N(C(=O)C3CCCC3)[C@@H]2CO)cc1
→ · | · | 1 | 0.1 | 2 | · | · | -16

More entries:
#31 COc1ccc2nc(NC(=S)N(C)C)sc2c1
#32 COc1ccc(C2=NS(=O)(=O)N(C)C(C(=O)NCc3ccccn3)=C2)cc1
#33 Cc1cc(S(=O)(=O)N2CCC(NC(=O)C34CC5CC(CC(C5)C3)C4)CC2)ccc1-n1cnnn1
#34 CC(C)c1cccc(C2=CC(=O)C[C@H](c3ccc(F)cc3)C2)c1
#35 O=C(COC(=O)CCc1c[nH]c2ccccc12)Nc1ccccc1
#36 O=C1CN(Cc2ccccc2)CC(=O)N1
#37 COc1ccc2c(c1)c(=O)oc1c(C)c(OC(C)C(=O)NCC3CCC(C(=O)O)CC3)ccc12 (stereo not given)
#38 O=C(NC1CC1)C1=C[C@@H](c2csc3ccccc23)C[C@@H](OCCCCO)O1
#39 CC(=O)Nc1oc(-c2cccc3ccccc23)nc1C#N
#40 Oc1ccc2sc(-c3ccccc3O)c(-c3ccc(OCCN4CCCCC4)cc3)c2c1
Assay by compound	31	32	33	34	35	36	37	38	39	40
esBAF inh	-5	-3	3	6	3	-13	2	-2	1	·
RAD54 branch	-3	-4	9	7	-9	3	-7	-10	-4	·
Casp6 inh	·	1	·	0	2	0	4	-5	1	-10
E-selectin induc	·	-0.7	·	-0.1	·	·	·	-0.1	-0.2	0.1
ERp5 inh	·	-8	·	0	1	-4	6	-4	-10	3
PglD inh	4	-1	-1	-5	-4	5	7	4	-3	·
ARNT-TACC3 inh	6	17	-11	-1	-1	2	11	-1	-9	·
RAD52 inh	·	-17	·	-9	-10	-14	-8	-52	-15	68*

#41 COc1ccc(NC(=O)Nc2ccc3c(c2)C(=O)N([C@H](C)CO)C[C@H](C)[C@@H](CN(C)C(=O)Nc2cccc4ccccc24)OCCCC[C@H](C)O3)cc1
#42 Cc1cccc(CS(=O)(=O)Cc2ccc(C(=O)NCc3ccccc3)o2)c1
#43 CC(=O)N(C)C[C@@H]1Oc2ncc(-c3cccnc3)cc2C(=O)N([C@H](C)CO)C[C@@H]1C
#44 CC(C)NC(=O)N[C@H]1C=C[C@@H](CC(=O)O)O[C@@H]1CO
#45 NC1=NC(=O)C(CC(=O)c2ccc(Cl)cc2)S1 (stereo not given)
#46 C[C@@H]1CN([C@@H](C)CO)C(=O)c2cc(NS(=O)(=O)c3ccc(F)cc3)ccc2O[C@@H](C)CCCCO[C@H]1CN(C)Cc1ccc2c(c1)OCO2
#47 CCCN(C)C[C@@H]1Oc2ncc(-c3cccc(F)c3)cc2C(=O)N([C@H](C)CO)C[C@@H]1C
#48 Cc1ccc(C)c(OC(=O)c2cccnc2)c1
#49 O=C(N[C@H]1CC[C@H](CCNC(=O)C2CCOCC2)O[C@H]1CO)c1ccncc1
#50 C/C(N)=C(/C#N)C(=O)COC(=O)CCC1CCCC1
#51 CCCCn1c(-c2ccccc2)nnc1-c1ccccc1
#52 CC(=O)OC1c2ccccc2C(=O)N1c1ccccc1C (stereo not given)
Assay by compound	41	42	43	44	45	46	47	48	49	50	51	52
esBAF inh	2	-4	1	0	·	-8	3	-4	0	-3	4	-7
RAD54 branch	-3	9	-4	0	1	-3	3	-6	-1	-3	-13	-8
Casp6 inh	-2	-1	-4	1	0	-1	1	·	-2	·	·	-1
E-selectin induc	0.7	·	0.2	0.7	·	·	0.3	·	-0.3	·	·	0.0
ERp5 inh	2	7	0	1	3	2	-3	·	-4	·	·	-1
PglD inh	3	0	0	2	3	-12	-1	3	3	-6	6	4
ARNT-TACC3 inh	-9	-5	-1	-4	-4	3	-2	0	4	-2	-15	-6
RAD52 inh	6	-22	1	-9	-16	26	-7	·	8	·	·	-13
